DT40 TDP1 no CPT: qHTS for Inhibitors of human tyrosyl-DNA phosphodiesterase 1 (TDP1): qHTS in cells in absence of CPT; DT40 Tdp1-/- hTDP1 cells, no CPT, ATP luminescence, 48 h; hit rate 15% among 420,000; AID 686978, 2013; Potency, µM (top dose mostly 46.2 µM), for inactives: top-dose activity change, negative = growth inhibition, actives largely listed as inhibitors; further: nearly all actives have a fitted effect of over 55% in size
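Stably hTDP1-transfected Tdp1-null chicken DT40 cells were treated with library compounds minus camptothecin and grown for at least 48 hr at 37 °C, after which cellular ATP was quantified by luminescence.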
KAT2A inh: qHTS Assay for Inhibitors of GCN5L2. GCN5L2 HAT assay, ThioGlo1 CoA-SH fluorescence. AID 504327, 2011. Potency, µM (highest dose often 58.9 µM), inactives show at the highest dose activity change, negative = inhibition, hits mostly inhibitors. hit rate 0.21% among 390,000
Target sequence (Q92830 whole entry, looked up): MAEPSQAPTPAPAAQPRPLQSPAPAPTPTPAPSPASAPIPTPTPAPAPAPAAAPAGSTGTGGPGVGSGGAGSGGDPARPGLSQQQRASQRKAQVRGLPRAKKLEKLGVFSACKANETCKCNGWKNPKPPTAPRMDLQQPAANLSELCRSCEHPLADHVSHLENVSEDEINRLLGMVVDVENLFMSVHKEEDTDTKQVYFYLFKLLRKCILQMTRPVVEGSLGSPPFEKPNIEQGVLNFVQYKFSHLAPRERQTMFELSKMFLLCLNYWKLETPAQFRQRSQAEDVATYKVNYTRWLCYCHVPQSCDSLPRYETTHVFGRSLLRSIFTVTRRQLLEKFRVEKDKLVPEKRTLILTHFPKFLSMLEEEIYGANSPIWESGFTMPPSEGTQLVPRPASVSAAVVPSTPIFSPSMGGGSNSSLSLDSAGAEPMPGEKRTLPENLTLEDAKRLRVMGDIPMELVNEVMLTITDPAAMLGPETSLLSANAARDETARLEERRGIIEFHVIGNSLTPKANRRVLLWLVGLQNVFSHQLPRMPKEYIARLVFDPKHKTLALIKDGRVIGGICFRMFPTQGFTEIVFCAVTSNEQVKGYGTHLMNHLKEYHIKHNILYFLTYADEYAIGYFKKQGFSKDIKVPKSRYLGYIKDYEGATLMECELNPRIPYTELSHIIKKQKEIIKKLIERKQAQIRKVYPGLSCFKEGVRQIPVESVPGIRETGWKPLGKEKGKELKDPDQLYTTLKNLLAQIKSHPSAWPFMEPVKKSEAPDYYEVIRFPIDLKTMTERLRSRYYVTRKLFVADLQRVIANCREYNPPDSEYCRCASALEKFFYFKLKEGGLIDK
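Enzyme at 20nM final was mixed with library compounds for 15 min at room temperature. Peptide H3(1-25) at 75uM, acetyl-CoA at 70uM and ThioGlo1 at 50uM were then added. Plates were read immediately and after 20 min (Ex340nm/Em540nm).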
DT40 TDP1 CPT: qHTS for Inhibitors of human tyrosyl-DNA phosphodiesterase 1 (TDP1): qHTS in cells in presence of CPT | chicken DT40 Tdp1-/-;hTDP1 cells + 20 nM CPT, ATP luminescence, 48 h | Potency, µM (highest dose often 46.2 µM), inactives show at the top dose activity change, negative = growth inhibition, actives largely listed as inhibitors | hit rate 12% among 420,000 | AID 686979, 2013; further: nearly all actives have a fitted effect of over 55% in size
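Chicken DT40 Tdp1-/- cells complemented with human TDP1, 400 cells/well, exposed to compounds plus 20 nM camptothecin for at least 48 h at 37 C; viability read as ATP content by CellTiter-Glo luminescence.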
Numbers without * were called inactive; ? = inconclusive; . = no result given; & = joins results of further samples; [ ] = dose if it differs, or a comment. The call rests on the fitted dose curve; in most records, active means well fitted curve in the direction sought with a large enough effect; inconclusive means small, poorly fitted or top-dose-only effect, or another doubt; inactive means no such curve, though single readings can be large; an effect the other way counts as inactive or inconclusive. On the % scale 0 is the no-effect control and ±100 the full control effect; potency means the concentration at half of the fitted maximal effect.

Preview, 2 compounds:
Order of results: DT40 TDP1 no CPT, KAT2A inh, DT40 TDP1 CPT
- COCCN(C(=O)c1ccc2c(c1)S(=O)(=O)N=C1CCCCCN12)c1c(N)n(CC(C)C)c(=O)[nH]c1=O
 : 20%, ., 2%
- Cc1ccc2c(c1)[nH]c1c(=O)n(CCN3CCCCC3)cnc12
 : -11%, -1%, -4%

This part in full (from the top)
Order of results: DT40 TDP1 no CPT, KAT2A inh, DT40 TDP1 CPT
- COCCN(C(=O)c1ccc2c(c1)S(=O)(=O)N=C1CCCCCN12)c1c(N)n(CC(C)C)c(=O)[nH]c1=O
 : 20%, ., 2%
- Cc1ccc2c(c1)[nH]c1c(=O)n(CCN3CCCCC3)cnc12
 : -11%, -1%, -4%
- OC(c1ccc(Cl)cc1)C(O)c1nc2ccccc2[nH]1 (stereo unspecified)
 : -8%, -1%, -14%
- Cn1c(=O)c2c(ncn2CC(=O)N2CCOCC2)n(C)c1=O
 : -2%, 2%, 7%
- COc1ccc(-c2nc3ccccc3o2)cc1NC(=O)CSc1ccc(Cl)cc1
 : ?, 0%&-12%, ?
- O=C(Nc1ccc(CN2CCOCC2)cc1)c1ccc(-c2cccc(Cl)c2)o1
 : ?, -4%, ?
- CCCCCC(=O)NCC(C)NC(=O)CCCCC (stereo unspecified)
 : 0%, 0%, -7%
- COc1ccc(-c2ccc(SCC(=O)Nc3nnc(C)s3)nn2)cc1
 : ?, -4%, -20%
- Cc1cc(C(C)(C)C)ccc1OCCN1CCCC1
 : ?, -1%[0.501 µM], -27%
- Cc1ccccc1Oc1nc2ccccc2n2cnnc12
 : -21%, 4%, -15%
- COc1ccc(CC(=O)NCc2n[nH]c(=S)n2-c2cccc(Cl)c2)cc1
 : 9%, -2%, -1%
- Cc1ccc(CCN2CC(C(=O)NCCCN3CCCCC3)CC2=O)cc1 (stereo unspecified)
 : 13%, -5%, 2%
- CN(CC(=O)Nc1cccc(F)c1)C(=O)Cn1c(=O)cnc2ccccc21
 : -14%, -11%, -13%
- COCCNC(=O)c1ccc(C2SCC(=O)N2CCc2ccccc2)cc1 (stereo unspecified)
 : -2%, -5%, -23%
- CCn1c2ccccc2c2cc(NS(=O)(=O)c3ccc(C)cc3)ccc21
 : ?, -19%, ?
- Cc1ccc2nc3c(cc2c1)c(NC(=O)C1CCCO1)nn3CC(C)C (stereo unspecified)
 : ?, 1%, -25%
- CC1Cc2cc(S(=O)(=O)CCC(=O)Nc3ccc(F)cc3Cl)ccc2N1C(=O)C1CC1 (stereo unspecified)
 : 13µM*, -6%, 23µM*
- CC(C)(C)OC(=O)N1CCC(c2c(C(=O)NC3CCCCC3)cnn2-c2ccc(F)cc2F)CC1
 : ?, 11%, 21µM*
- COc1ccc(Cn2nnnc2C(c2cc3ccc(OC)cc3[nH]c2=O)N2CCC(C)CC2)cc1 (stereo unspecified)
 : ?, -7%, ?
- Cn1cc(CN2CCC(n3nccc3NC(=O)CCc3ccccc3)CC2)cn1
 : -2%, -25%, 3%

Single records (already shown). Screens in order: DT40 TDP1 no CPT	KAT2A inh	DT40 TDP1 CPT
Record of Cc1ccc(CCN2CC(C(=O)NCCCN3CCCCC3)CC2=O)cc1 (stereo unspecified) → 13%	-5%	2%
Record of OC(c1ccc(Cl)cc1)C(O)c1nc2ccccc2[nH]1 (stereo unspecified) → -8%	-1%	-14%
Record of Cn1cc(CN2CCC(n3nccc3NC(=O)CCc3ccccc3)CC2)cn1 → -2%	-25%	3%
Record of COCCN(C(=O)c1ccc2c(c1)S(=O)(=O)N=C1CCCCCN12)c1c(N)n(CC(C)C)c(=O)[nH]c1=O → 20%	.	2%
Record of COc1ccc(-c2ccc(SCC(=O)Nc3nnc(C)s3)nn2)cc1 → ?	-4%	-20%

The list goes on:
Order of results: DT40 TDP1 no CPT, KAT2A inh, DT40 TDP1 CPT
- CC12CCC3c4ccc(O)cc4CCC3C1CC(=NO)C2O (stereo unspecified)
 : ?, ., -25%
- Cc1cc(C)n(-c2ccc(F)cc2CN2CCN(C3CCCC3)C(CCO)C2)n1 (stereo unspecified)
 : ?, 1%, -2%
- O=C(Nc1cc(SCC(O)CO)cc([N+](=O)[O-])c1)c1ccc(-n2cnnn2)cc1 (stereo unspecified)
 : -2%, 2%, 1%
- CC1CCCN(C(=O)CN2C(=O)c3ccccc3S2(=O)=O)C1 (stereo unspecified)
 : -10%, 1%, -12%
- CN(c1ccccc1C(=O)O)S(C)(=O)=O
 : -7%, -3%, 10%
- CC1(C)Cc2c(sc3c2c(=N)n(Cc2ccco2)c(=O)n3CC(=O)Nc2ccc(Cl)cc2)CO1
 : ?, -8%, ?
- O=C1[C@H]2[C@H](ON3CCCC[C@H]23)C(=O)N1c1cccc(C(F)(F)F)c1
 : -8%, -4%, 28%
- CC(C)(C)C(=O)Nc1c(Br)c(C2CC2)nn1-c1ccccc1
 : -4%, -1%, -3%
- CCCCn1c(N)c(N(Cc2ccccc2OC)C(=O)C(C)Oc2cccc(Cl)c2)c(=O)[nH]c1=O (stereo unspecified)
 : ?, ., ?
- Cc1cc(Br)ccc1NC(=O)C1C2CCC(O2)C1C(=O)O (stereo unspecified)
 : -23%, 1%, 3%
- Cc1c(NC(=O)Nc2ccc3c(c2)OCO3)cccc1[N+](=O)[O-]
 : 8%, 0%, -16%
- O=C(Nc1ccc(N2CCCC2)cc1)c1cccc(Cl)c1Cl
 : 16µM*, 3%, ?
- COc1ccc(C(=O)CCC(=O)Nc2ccc(N3CCCCC3)cc2)cc1OC
 : ?, -5%, ?
- Cc1ccc(S(=O)(=O)/N=C2/NC(=O)/C(=C\c3cc(Br)cc(Br)c3O)S2)cc1
 : -4%, 16µM*, -9%
- N#Cc1nc(COc2ccccc2)oc1N1CCN(Cc2ccccc2)CC1
 : ?, -10%, ?
- CN(C)c1ncnc2ccc(-c3ccoc3)cc12
 : ?, -13%, 18µM*
- COC(=O)c1sc2ccccc2c1-n1cccc1C(=O)C(=O)Nc1ccc(F)cc1
 : -26%, -9%, 14%
- CCc1c(C)nc(SC(C(=O)O)c2ccccc2)c(C#N)c1C (stereo unspecified)
 : -19%, -3%, ?
- CCCCn1c(SCC(N)=O)nc2c(sc3ccccc32)c1=O
 : ?, -4%, ?
- CCn1cc(C(=O)Nc2ccc(F)c(F)c2)cn1
 : -6%, -9%, -24%
- CC1Oc2cc3oc4c(O)c(O)ccc4c(=O)c3c(O)c2C1(C)C (stereo unspecified)
 : ?, ., ?
- COc1cc(C(=O)OCn2nnc3ccccc3c2=O)cc(OC)c1OC
 : -13%, -2%, -5%
- COc1cccc(Cn2c(=O)c(CCc3ccccc3)nc3cnc(N4CCNCC4)nc32)c1
 : ?, -18%, ?
- S=C(Nc1ccc(Cc2ccncc2)cc1)Nc1cccc(Cl)c1
 : -22%, 2%, -3%
- CN(C)c1cc2c3ccccc3n(C)c2cc1N
 : -19%, ., -22%
- Cc1nc2c3ccccc3nc(SCC(=O)N3CC(C)CC(C)C3)n2n1 (stereo unspecified)
 : ?, -2%, ?
- COc1cc(NC(=O)C2CCCCC2)c(OC)cc1NC(=O)CN1CCCCC1
 : 16µM*, -2%, ?
- Cc1ccc(OCc2nnc(SCC(=O)Nc3ccc4c(c3)OCCO4)n2Cc2ccco2)cc1
 : ?, -6%, ?
- COC(=O)c1cc(NC2(c3ccccc3)C(=O)c3ccccc3C2=O)cc(C(=O)OC)c1
 : -28%, -7%, -15%
- CCN(C[C@H]1N[C@@](C)(C(=O)OC)[C@H]2C(=O)N(C)C(=O)[C@@H]12)C(=O)c1ccc(C)cc1
 : 21%, -4%, 2%
- Cc1ccc(CN2CCC(Oc3ccc(C(=O)NCc4ccccn4)cc3)CC2)o1
 : 3%, -19%, -18%
- COc1cc(OC)c(C2=NOC(C(=O)Nc3c(C)n(C)n(-c4ccccc4)c3=O)C2)cc1Cl (stereo unspecified)
 : -22%, -2%, -5%
- Cc1c(NC(=O)CSc2nnc(COc3ccccc3)n2-c2ccccc2)c(=O)n(-c2ccccc2)n1C
 : -16%, -1%, 1%
- CCOc1cccc(C(=O)N2CCC(c3nc4ccccc4s3)CC2)c1
 : -27%, -7%, -15%
- Cc1ccc(C(=O)COC(=O)CCC(=O)Nc2cc(Cl)ccc2Cl)cc1[N+](=O)[O-]
 : -24%, ?, -21%
- CN(CCc1ccccc1)C(=O)c1cc(COc2ccc(F)cc2Cl)on1
 : -16%, -6%, -29%
- COc1ccc(-c2noc3c2-c2nc(C4CCCCC4)sc2CC3)cc1
 : -22%, -6%, ?
- CC1=C(C(=O)N2CCOCC2)CC(CC(=O)NC2CC2)C(=O)N1Cc1ccc(C(C)(C)C)cc1 (stereo unspecified)
 : -28%, ., -26%
- COc1ccc(NC(=O)CSc2oc(-c3ccco3)nc2S(=O)(=O)c2ccc(C)cc2)c(OC)c1
 : ?, -10%, ?
- COc1ccc2[nH]c(C)c(CCNC(=S)Nc3cc(C)cc(C)c3)c2c1
 : ?, -5%, ?
- CC(C)C[C@@H](CN)NC(=O)c1nc[nH]c1C(=O)N[C@@H](Cc1ccccc1)C(=O)CNC[C@H](C)NC(=O)c1nc[nH]c1C(=O)N[C@@H](CC(C)C)C(=O)O
 : -19%, ., 5%
- COc1ccc(CNC(=O)Cn2c(=O)cc(C)c3c(C)nn(-c4cccc(Cl)c4C)c32)cc1
 : ?, -11%, ?
- O=C(NCCN1CCOCC1)c1ccc(-c2ccccc2)cc1
 : -1%, -2%, -14%
- O=C(COc1ccc(Cl)cc1)N1CCN(C(=O)c2cccs2)CC1
 : -27%, -6%, -16%
- CC(=O)c1cccc(NC(=O)C2CCN(c3nnc(-n4cccc4)s3)CC2)c1
 : ?, 0%, ?
- CN1CCC(N2CCCC(C(=O)O)C2)CC1 (stereo unspecified)
 : 0%, 0%, -23%
- CCCN(CCC)C(=O)Cn1c(=O)n(-c2ccc(CC)cc2)c(=O)c2ccc(C(=O)NCCc3ccccc3)cc21
 : 7.3µM*, -6%, 12µM*
- COc1cccc(CNC(=O)C2CCN(C(=O)c3cnn(-c4ccccc4)c3-n3cccc3)CC2)c1
 : ?, 2%, ?
- CS(=O)(=O)N(Cc1ccco1)CC(O)Cn1cc(C=O)c2ccccc21 (stereo unspecified)
 : -17%, 0%, ?
- O=C(O)C=C1C2CC3CC(C2)CC1C3
 : -19%, -3%, -20%
- Cc1ccc(CNC(=O)C(C)C2Sc3ccccc3NC2=O)cc1 (stereo unspecified)
 : -10%, -4%, -17%
- CC1(C)CC(=O)C(N=Nc2cc(Cl)c(Cl)c(Cl)c2)=C(O)C1
 : 0%, -4%[0.501 µM], -1%
- Cc1ncc(CN2CCCC(C(=O)Nc3ccc(-c4ccco4)cc3)C2)cn1 (stereo unspecified)
 : -18%, -5%, 2%
- COc1cccc(C(=O)NCC(c2ccc3c(c2)OCO3)N2CCOCC2)c1 (stereo unspecified)
 : -17%, 5%, -19%
- CCOc1nc(NC(=O)NS(=O)(=O)Oc2cccc(Cl)c2)nc(-c2ccccc2)n1
 : -1%, -2%&2%, -5%
- Cc1csc(SCC(=O)Nc2ccc3c(c2)OCCO3)n1
 : -7%, -2%, -17%
- Cn1nc(Oc2nc(N3CCOCC3)nc(N3CCOCC3)n2)ccc1=O
 : -3%, -8%, -21%
- COc1ccc(N=C(C)C2=C(O)CSC2=O)cc1
 : -10%, -4%, -4%
- OCCN1CCN(CC/C=C2/c3ccccc3CSc3ccccc32)CC1
 : ?, ., ?
- COc1ccc(CCC(C)NCc2cc(OC)cc(OC)c2)cc1 (stereo unspecified)
 : ?, -15%, ?

More compounds.
Order of results: DT40 TDP1 no CPT, KAT2A inh, DT40 TDP1 CPT
- CN(CC(=O)Nc1cccc(S(=O)(=O)N(C)C)c1)Cc1ccccc1
 : ?, -1%, -28%
- O=C(COc1ccccc1[N+](=O)[O-])Nc1ccccc1N1CCCCC1
 : ?, -6%, -28%
- COCCn1c(SCC(=O)N2CCOCC2)nc2ccccc2c1=O
 : 0%, -8%, 5%
- CS(=O)(=O)Nc1ccccc1C(=O)Nc1ccccc1C(=O)N1CCCC1
 : 6%, -1%, -11%
- CC(=O)c1cn(CCC(C)C)c(=O)[nH]c1=O
 : 28%, 0%, -12%
- COC(CNC(=O)c1ccc2c(c1)ncn2-c1ccc(F)c(F)c1)OC
 : -4%, 0%, -11%
- CC(C)(C)c1ccc(/C=C/C(=O)Nc2ccncc2)cc1
 : 7.3µM*, -6%, 10µM*
- CCc1nnc(NS(=O)(=O)c2ccc(N3C(=O)c4ccc(C(=O)O)cc4C3=O)cc2)s1
 : -1%, -2%, 6%
- COc1ccc(C(CC(=O)N2CCCC(C)C2)c2c(OC)cc(OC)c3c(-c4ccccc4)cc(=O)oc23)cc1 (stereo unspecified)
 : 15µM*, 0%, ?

Bioassay records as filed in PubChem BioAssay.

Only part of the results is shown; the hit share may differ from the screen's.
